Assay outcomes (PubChem)
HTR5A ag ctr: activates human HTR5A in OPRM1-OPRD1 agonist counter-screen; HTR5A agonist assay, luminescence, cell-based; activation, % at 9.3 µM; hit rate 0.61% among 340,000; AID 504692; in the data active = activation mostly above about 9.5%, no sharp cut-off; inactive = mostly below about 7.6%;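 also: 0% = cells with vehicle only and 100% = reference agonist; strong numbers were not always called active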
Target sequence (P47898 whole entry, looked up): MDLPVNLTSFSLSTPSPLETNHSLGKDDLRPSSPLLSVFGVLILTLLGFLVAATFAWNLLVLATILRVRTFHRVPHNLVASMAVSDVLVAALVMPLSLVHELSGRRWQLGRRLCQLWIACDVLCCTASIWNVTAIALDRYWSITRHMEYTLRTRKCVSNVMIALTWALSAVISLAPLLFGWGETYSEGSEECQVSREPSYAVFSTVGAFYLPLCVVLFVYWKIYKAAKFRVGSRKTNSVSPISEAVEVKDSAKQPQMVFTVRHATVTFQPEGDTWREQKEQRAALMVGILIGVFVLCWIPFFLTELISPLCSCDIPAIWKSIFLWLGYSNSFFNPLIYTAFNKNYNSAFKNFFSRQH
MOR-DOR ag: OPRM1-OPRD1 heterodimerization agonism; P35372+P41143; cells, luminescence; activation, % at 9.3 µM; hit rate 0.3% among 340,000; AID 504326; in the data active = activation above about 18%;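 also: 0% = vehicle-treated cells and 100% = reference agonist; values of inactives mirror those of a sister screen read the other way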
LANA DNA inh: inhibitors of KSHV LANA C-terminal domain DNA binding; MBP-C-LANA/FAM-LBS DNA binding, fluorescence polarization; inhibition, % at 9 µM; hit rate 0.078% among 340,000; AID 504423;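 active = highest replicate inhibition at or above 60% at 9 µM, even if other replicates fall short; inactive = all replicates below 60% inhibition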;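 also: 0% = neutral control wells and 100% = 4 µM acridine orange control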
OPRM1-OPRD1 inv: inverse agonist of human OPRM1-OPRD1 heterodimerization; P35372+P41143; cell-based MOR-DOR heterodimer luminescence, inverse agonism; inhibition, % at 9.3 µM; hit rate 0.21% among 340,000; in the data active = inhibition above about 22%, passing the limit was not always enough;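 also: 0% = cells with DMSO and 100% = wells without cells with DMSO; values of inactives mirror those of a sister screen read the other way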
Keap1-Nrf2 PPI: disrupts human Keap1 binding to Nrf2 peptide; Q14145; Keap1 Kelch-Nrf2 peptide fluorescence polarization, 1536-well; inhibition, % at 9.4 µM; hit rate 0.15% among 340,000; in the data active = inhibition above about 12%;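 also: human Keap1 Kelch domain with fluorescein labeled Nrf2 9mer peptide probe; 0% = neutral control wells and 100% = peptide positive control; higher means more block of Keap1 binding to Nrf2 peptide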
Target sequence (Q14145 whole entry, looked up, the tested form may be a part): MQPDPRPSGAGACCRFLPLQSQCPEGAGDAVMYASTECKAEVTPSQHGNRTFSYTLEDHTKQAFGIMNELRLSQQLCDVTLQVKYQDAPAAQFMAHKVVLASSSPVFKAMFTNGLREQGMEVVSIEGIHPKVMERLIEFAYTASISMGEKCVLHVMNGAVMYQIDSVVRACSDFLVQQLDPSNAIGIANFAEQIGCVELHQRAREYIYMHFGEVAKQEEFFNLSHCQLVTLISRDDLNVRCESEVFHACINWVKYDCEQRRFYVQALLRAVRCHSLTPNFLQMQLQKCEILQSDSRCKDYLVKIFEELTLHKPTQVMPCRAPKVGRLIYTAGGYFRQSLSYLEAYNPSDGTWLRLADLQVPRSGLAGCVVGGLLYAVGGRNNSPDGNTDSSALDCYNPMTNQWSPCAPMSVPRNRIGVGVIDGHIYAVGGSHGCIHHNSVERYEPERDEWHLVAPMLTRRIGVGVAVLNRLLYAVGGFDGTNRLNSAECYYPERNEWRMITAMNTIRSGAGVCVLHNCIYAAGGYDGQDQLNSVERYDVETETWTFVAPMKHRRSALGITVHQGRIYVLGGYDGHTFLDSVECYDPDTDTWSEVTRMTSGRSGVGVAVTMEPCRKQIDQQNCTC
HTR5A inv ctr: counter-screen for OPRM1-OPRD1 inverse agonists: human HTR5A inverse agonism; inhibition, % at 9.3 µM; P47898; AID 504634; HTR5A cell line, luminescence; hit rate 0.083% among 340,000; in the data active = inhibition mostly above about 23%, no sharp cut-off; inactive = mostly below about 18%;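 also: 0% = cells with DMSO and 100% = no-cell wells with DMSO; some compounds called inactive have numbers as strong as hits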
Cardiac RTF inh: cardiac RTF calcium desensitization; P19429+P45379; hit rate 0.12% among 340,000; inhibition, % at 7.15 µM; AID 493244; IANBD-labeled cardiac RTF, Ca2+ fluorescence;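 active = inhibition above the mean inhibition of all tested compounds plus 3 SD, cut at about 17% in these data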;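 also: assay run at fixed EC70 calcium of 1.6 mM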
CAL-PDZ inh HTS: CAL PDZ (human) peptide binding inhibition | purified CAL PDZ, TMR-peptide fluorescence polarization, 1 h | inhibition, % at 24.9 µM | Q9HD26 | hit rate 0.92% among 300,000;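 active = mean inhibition of at least 30% with at least half of replicates also reaching 30%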;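 also: 0% = DMSO neutral control and 100% = excess unlabeled competitor peptide PRC23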
V-ATPase pHluor: regulators of yeast V-ATPase proton transport; S. cerevisiae, pHLuorin cytosolic pH fluorescence; hit rate 0.37% among 350,000; AID 504577; response, % at 10 µM; in the data active = response mostly above about 7.3%, no sharp cut-off; inactive = mostly below about 5.4%; also: actives read high; inactives centre near 0; some compounds called inactive have numbers as strong as hits; reference of the scale not given here
cardiac RTF act: cardiac RTF calcium sensitization. P19429+P45379. AID 493008. IANBD-labeled TnC RTF fluorescence at EC20 calcium; 0% EC20 calcium, 100% full calcium. activation, % at 7.2 µM. hit rate 0.24% among 340,000;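 active = activation above the mean over all tested compounds plus 3 SD, cut at about 30% in these data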;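 also: rise in fluorescence read as greater calcium sensitivity of cardiac thin filaments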
Starred values were filed as active, the others as inactive; x = not tested or not shown. Outcome played no part in choosing rows; overall some 2.8% were active at least once.

Every second line gives: HTR5A ag ctr, MOR-DOR ag, LANA DNA inh, OPRM1-OPRD1 inv, Keap1-Nrf2 PPI, HTR5A inv ctr, Cardiac RTF inh, CAL-PDZ inh HTS, V-ATPase pHluor, cardiac RTF act
CN1CCN(S(=O)(=O)c2ccc(C#N)cc2)C(c2ccccc2)C1 (stereo unspecified)
→ 6, -1.2, 1.5, 5, -4, -15, -10, 22, 0, -2
CCNc1cc2oc(=O)c(CN3CCOCC3)c(C)c2cc1C
→ 1, -2.1, 13, 12, 5, -11, -7, -3, -1, 10
N#Cc1cccnc1N1CCN(C(=O)c2cccc3c2C(=O)c2ccc(-c4ccc(F)cc4OCc4ccccc4)cc2S3(=O)=O)CC1
→ -1, -0.5, 1.1, 3, -1, 4, 2, -4, 5, 6
CCOC(=O)c1ccc(-n2c(CN(CC)CC)nc3ccc([N+](=O)[O-])cc3c2=O)cc1
→ 2, -0.3, -1.2, 2, -10, 12, -16, -2, 2, 2
COc1cccc(NC(=O)C2CCCN2C(=O)OCc2ccccc2)c1 (stereo unspecified)
→ 2, -2.6, 3.0, 12, 0, 14, -2, 0, -3, 0
O=C(/C=C/c1ccc(S(=O)(=O)N2CCOCC2)cc1)Nc1ccc(F)c(F)c1F
→ -8, 1.1, -4.1, -5, -4, 21, -6, x, 0, -1
Cc1nnc(NC(=O)CCn2cnc3ccccc3c2=O)s1
→ 3, -1.3, -0.7, 6, 0, 3, -4, 1, -1, 2
CC(=O)Nc1cccc(NC(=O)CSc2nnc3ccc(-c4ccccn4)nn23)c1
→ 6, -0.7, -0.6, 5, -2, -19, -11, -3, -1, -1
Cc1ccccc1-n1c(C)cc(/C=C(\C#N)C(=O)NCC2CCCO2)c1C (stereo unspecified)
→ -2, -1.1, -0.7, 6, -6, 6, -7, -4, 0, 12
CN(c1ccc(OCC(=O)NC2CCC(O)CC2)cc1)S(=O)(=O)c1ccc(Cl)cc1 (stereo unspecified)
→ 0, -1.9, 2.0, 10, -6, -1, -1, -10, -1, 1
CCN1CCN(Cc2nc3cc(NC(=O)COc4ccc([N+](=O)[O-])cc4)ccc3n2C)CC1
→ -1, -3.7, 1.0, 19, -2, 4, 4, 2, -1, 1
CC(C)C(=O)N1CCN(c2ccc(NC(=O)c3ccc4c(c3)OCCO4)cc2Cl)CC1
→ 0, 0.3, -1.2, -2, 2, 2, 3, -2, 2, 5
CN(C(=O)CSc1nnnn1-c1ccccc1)C1CCS(=O)(=O)C1 (stereo unspecified)
→ 2, 0.4, 0.1, -2, 1, -7, 0, -2, 1, 0
CC(C)Cn1c(N2CCN(C(=O)c3cccs3)CC2)nc2ccccc21
→ 0, -1.8, -0.1, 10, 1, -36, -2, -4, 0, 5
C[C@H](CO)NC(=O)[C@@H]1C[C@H]1[C@@H](NP(=O)(c1ccccc1)c1ccccc1)c1ccccc1
→ 2, -2.9, -1.0, 16, -7, -8, -3, 2, 2, 17
Cc1ccccc1SCC(=O)N1CCN(c2ccc(C(F)(F)F)cn2)CC1
→ 6, 9.0, 4.2, -48, -1, 3, 3, -5, 5, -8
O=S(=O)(NCC1CCCO1)c1ccc(Cl)c(C(F)(F)F)c1 (stereo unspecified)
→ -3, 3.8, 0.5, -22, 2, -18, 2, x, -2, 1
O=C(COc1ccc(Br)cc1CO)N1CCCc2ccccc21
→ -6, 0.0, -0.3, 0, -4, 16, -15, 11, 2, -2
COC(=O)Cc1[nH]nc2c1C1(CCSCC1)C(C#N)=C(N)O2
→ 4, 2.0, 1.2, -13, -3, -10, 2, -3, -3, 6
CCOc1ccc(NC(=O)C(C)N2C(=O)c3ccccc3C2=O)cc1 (stereo unspecified)
→ -1, -2.2, 3.2, 11, -5, 4, 5, 6, -2, -7
Oc1c(C(c2cccs2)N2CCN(c3ccccc3)CC2)sc2ncnn12 (stereo unspecified)
→ -5, -1.3, -1.3, 8, -2, -6, 2, -2, -2, 0
COc1cc(OC)cc(C(=O)OCC(=O)NC(c2ccccc2)c2ccccc2)c1
→ 8, 15, 0.0, -61, -2, -21, -17, -5, -2, 0
COCCN(CCOC)S(=O)(=O)c1ccc(C(=O)Nc2ccncc2)cc1
→ -2, -3.0, 1.2, 13, -4, 7, -7, -8, 0, -6
O=C(COc1ccccc1)N1CCN=C1SCc1ccccc1F
→ 1, -2.4, -1.3, 12, -1, -2, -10, -2, 9, 0
Cn1c(-c2sccc2OCc2ccccc2)n[nH]c1=S
→ 0, -0.3, 0.6, 1, -4, -3, -5, -7, -4, -2
COC(=O)c1ccccc1NC(=O)CN1CCN(Cc2ccccc2)CC1
→ 1, 1.0, 0.5, -5, -2, -3, -3, -2, 0, -4
COc1ccc(CCc2nc(-c3ccc(-n4cccc4)cc3)no2)cc1
→ 4, 1.7, 1.0, -8, 2, -11, -9, -1, 0, 3
COc1ccc(C2Nc3ccccc3C(=O)N2Cc2ccccc2)cc1 (stereo unspecified)
→ 3, -1.7, 0.3, 8, -4, -13, -9, -1, -3, 2
COc1cc(C)nc(N2CCCC(C(=O)Nc3cccc(Cl)c3C)C2)n1 (stereo unspecified)
→ 0, -1.8, 0.6, 11, -5, 5, -1, -8, -1, 1
CCOc1ccc(C2CC(c3ccccc3C)n3nc(N)nc3N2)cc1 (stereo unspecified)
→ 2, -1.5, 1.7, 8, 2, -5, -2, x, 4, 0
COc1ccc(C(=O)OCC(=O)Nc2c(C)cccc2C)cc1
→ 2, -0.1, -0.5, 1, -3, -14, -29, x, -2, -7
CN(C)CCCN(C(=O)CCS(=O)(=O)c1ccccc1)c1nc2cc3c(cc2s1)OCO3
→ 15*, -2.1, -0.9, 11, -3, -8, -6, 0, -5, 2
CN1CCN(c2ccc(NC(=O)c3ccc4c(c3)OCCO4)cc2)CC1
→ 1, -0.6, 1.0, 4, -4, -3, -9, 0, -2, -2
Cc1cc(-c2ccccc2)nc2oc(C(=O)NN)c(N)c12
→ 1, 2.5, -3.3, -13, 0, -22, 2, x, -4, -3
CCOc1ccc2nnc(-c3ccc(Br)cc3)n2n1
→ 6, -2.7, -0.9, 15, 0, -10, 3, 0, 1, 0
O=C(O)Cc1cccc(=O)c(O)c1C(=O)O
→ 2, -2.8, 41, 14, -2, -7, 8, -5, -5, -11
CCOc1ccccc1N(CC(=O)Nc1ccccc1C(=O)N1CCCC1)S(C)(=O)=O
→ 0, -2.2, 0.7, 12, 1, 0, -9, -1, -5, -4
CCc1nc(SCC(=O)O)c2c3c(sc2n1)COC(C)(C)C3
→ 5, -3.8, -2.3, 17, 0, -20, -2, -5, -1, -4
N#Cc1ccc(NC(=O)CCc2nc3ccccc3s2)cc1
→ 9, 0.3, -2.1, -2, -6, -30, 4, -4, -2, 2
CCCN(Cc1cc2cccc(C)c2[nH]c1=O)C(=O)c1cccc(OC)c1
→ 2, 0.0, -0.8, 0, 1, 9, -30, -4, 1, 1
COc1cc(OC)cc(C(=O)N2CCC(C(=O)Nc3ccc4c(c3)OCCO4)CC2)c1
→ 3, -3.5, 3.4, 19, -5, 19, 0, -3, -1, -4
Cc1ccc([N+](=O)[O-])c(OCCCNCC(C)O)c1 (stereo unspecified)
→ 2, 0.1, -1.0, -1, 0, -15, 3, 1, -2, -2
COc1ccc(-n2nc(C(=O)NCC(=O)N3CCN(C)CC3)c3ccccc3c2=O)cc1
→ 5, 0.9, -1.2, -7, 0, -15, -7, -4, 1, -2
COc1cccc(C(=O)C2CCCN(C(=O)c3ccccn3)C2)c1 (stereo unspecified)
→ 0, -1.5, -1.8, 7, 2, -4, 4, 73*, -1, -4
CC(Sc1nc(-c2ccc(F)cc2)cs1)C(=O)Nc1ccc(Cl)cn1 (stereo unspecified)
→ -2, -0.7, -0.2, 4, 1, 23, 4, 1, 0, -3
O=C(CCc1nc(-c2cccs2)no1)NCc1ccc(F)cc1Cl
→ 9, -1.7, 0.6, 10, -6, -23, -4, x, -1, -2
O=C(c1ccc(Cn2c(=S)[nH]c3ccc(Br)cc3c2=O)cc1)N1CCN(C2CCCCC2)CC1
→ 9, 8.4, -0.4, -44, -3, -24, 2, 29, 6, 2
Cn1cc(/C=C/C(=O)N2CCCC(C(=O)c3cccc4ccccc34)C2)cn1 (stereo unspecified)
→ 4, -0.1, 2.0, 1, 4, -10, -2, -3, 1, 6
COc1cccc(NC(=O)CC2C(=O)NC3CCCCC3N2C(=O)c2ccc(F)cc2)c1 (stereo unspecified)
→ -1, -2.5, -2.8, 14, -3, 3, -2, -1, 2, -4
Cc1nn(-c2ccc(N3CCOCC3)nn2)c(C)c1CCC(=O)NCc1ccccc1
→ 0, -3.2, -0.7, 17, -1, 0, -2, -2, -2, 0
O=C(c1ccc([N+](=O)[O-])cc1)N1CCSC1c1ccccc1 (stereo unspecified)
→ 7, -2.0, 1.9, 10, -4, -7, -3, 0, 3, 4
O=C(CN1C(=O)NC2(CCCc3ccccc32)C1=O)NC1CCCCC1 (stereo unspecified)
→ 5, -1.2, 1.7, 8, 3, -12, -10, 1, 0, 0

In a second layout: entries from further up
| Compound | HTR5A ag ctr | MOR-DOR ag | LANA DNA inh | OPRM1-OPRD1 inv | Keap1-Nrf2 PPI | HTR5A inv ctr | Cardiac RTF inh | CAL-PDZ inh HTS | V-ATPase pHluor | cardiac RTF act |
| --- | --- | --- | --- | --- | --- | --- | --- | --- | --- | --- |
| Cc1ccc([N+](=O)[O-])c(OCCCNCC(C)O)c1 (stereo unspecified) | 2 | 0.1 | -1.0 | -1 | 0 | -15 | 3 | 1 | -2 | -2 |
| COc1ccc(-n2nc(C(=O)NCC(=O)N3CCN(C)CC3)c3ccccc3c2=O)cc1 | 5 | 0.9 | -1.2 | -7 | 0 | -15 | -7 | -4 | 1 | -2 |
| COc1cccc(C(=O)C2CCCN(C(=O)c3ccccn3)C2)c1 (stereo unspecified) | 0 | -1.5 | -1.8 | 7 | 2 | -4 | 4 | 73* | -1 | -4 |
| CC(Sc1nc(-c2ccc(F)cc2)cs1)C(=O)Nc1ccc(Cl)cn1 (stereo unspecified) | -2 | -0.7 | -0.2 | 4 | 1 | 23 | 4 | 1 | 0 | -3 |
| O=C(CCc1nc(-c2cccs2)no1)NCc1ccc(F)cc1Cl | 9 | -1.7 | 0.6 | 10 | -6 | -23 | -4 | x | -1 | -2 |
| O=C(c1ccc(Cn2c(=S)[nH]c3ccc(Br)cc3c2=O)cc1)N1CCN(C2CCCCC2)CC1 | 9 | 8.4 | -0.4 | -44 | -3 | -24 | 2 | 29 | 6 | 2 |
| Cn1cc(/C=C/C(=O)N2CCCC(C(=O)c3cccc4ccccc34)C2)cn1 (stereo unspecified) | 4 | -0.1 | 2.0 | 1 | 4 | -10 | -2 | -3 | 1 | 6 |
| COc1cccc(NC(=O)CC2C(=O)NC3CCCCC3N2C(=O)c2ccc(F)cc2)c1 (stereo unspecified) | -1 | -2.5 | -2.8 | 14 | -3 | 3 | -2 | -1 | 2 | -4 |
| Cc1nn(-c2ccc(N3CCOCC3)nn2)c(C)c1CCC(=O)NCc1ccccc1 | 0 | -3.2 | -0.7 | 17 | -1 | 0 | -2 | -2 | -2 | 0 |
| O=C(c1ccc([N+](=O)[O-])cc1)N1CCSC1c1ccccc1 (stereo unspecified) | 7 | -2.0 | 1.9 | 10 | -4 | -7 | -3 | 0 | 3 | 4 |
| O=C(CN1C(=O)NC2(CCCc3ccccc32)C1=O)NC1CCCCC1 (stereo unspecified) | 5 | -1.2 | 1.7 | 8 | 3 | -12 | -10 | 1 | 0 | 0 |
